High-throughput results (PubChem BioAssay)
MEKK2mut PB1 HTS: signal of MEK5 binding to mutant human MEKK2 PB1 domain; bead flow cytometry, Alexa488-MEK5 binding to MEKK2 mutant; percent response, % at 10 µM; hit rate 0.35% among 290,000; in the data active = percent response above about 24%, passing the limit was not always enough; note: inactives centre near 1; some results filed as inactive read as strong as hits
VIM-2 inh: inhibitors of Pseudomonas aeruginosa VIM-2 metallo-beta-lactamase; purified VIM-2, nitrocefin hydrolysis, epi-absorbance fluorescence; inhibition, % at 5.6 µM; hit rate 0.89% among 290,000; AID 1527;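 active = inhibition above the mean of all tested compounds plus 3 SD, cutoff set per screening run, cut at about 7.5% in these data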;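 note: red hydrolysis product quenches plate fluorescence so inhibitors raise well fluorescence; 0% = enzyme with DMSO and 100% = DMSO without enzyme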
NALP1 inh: NALP1 inhibition | S. cerevisiae NALP1/ASC/caspase-1 growth, X-gal OD620, 72 h | inhibition, % at 10 µM | hit rate 0.61% among 280,000 | AID 2071; in the data active = inhibition mostly above about 24%, no sharp cut-off; inactive = mostly below about 32%; note: some compounds called inactive have numbers as strong as hits
MEKK2 WT-MEK5: raises or lowers MEK5 binding to wildtype human MEKK2 PB1 domain; Q9Y2U5; bead flow cytometry, Alexa488-MEK5 binding to MEKK2 WT; actives lie on both sides; binding response (% of control), % at 10 µM; hit rate 1.1% among 290,000; AID 1531; in the data active = binding response below about 67% or above about 130%
PfM18AAP inh: blocks P. falciparum M18 aspartyl aminopeptidase. recombinant PfM18AAP, H-Glu-NHMec fluorogenic cleavage. inhibition, % at 7.35 µM. hit rate 1.2% among 290,000. AID 1822;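 active = inhibition above the campaign mean inhibition over all tested compounds plus 3 SD, cut at about 28% in these data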;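 note: 0% = plate median of test compound wells and 100% = 2 mM ZnCl2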
NS3 helicase inh: HCV NS3 helicase inhibition. NS3 helicase DNA unwinding, Cy5 molecular beacon fluorescence. inhibition, % at 10.9 µM. hit rate 0.56% among 290,000. AID 1800;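 active = inhibition above the mean of all tested compounds plus 3 SD, set per campaign, cut at about 35% in these data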;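 note: 0% = DMSO wells and 100% = thioflavine S control wells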
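System: HCV NS3 helicase fragment; control set: DMSO and thioflavine S; technique: Cy5 fluorescence at 0 and 60 min, beacon hairpin quenching; reagent: beacon DNA duplex substrate plus ATP; replicates: singlicate; schedule: 1 h reaction at 25 °C, ATP-initiated; medium: MOPS buffer pH 6.5 with MgCl2, DTT, Tween20, BSA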
SUMO HTRF inh: blocks human SUMOylation mediated by UBC9. inhibition, % at 35 µM. P63279. HTRF SUMOylation assay, SAE1/SAE2 + UBC9, in vitro. hit rate 0.36% among 290,000; in the data active = inhibition above about 50%, passing the limit was not always enough; note: strong numbers were not always called active
Target sequence (P63279 whole entry, looked up): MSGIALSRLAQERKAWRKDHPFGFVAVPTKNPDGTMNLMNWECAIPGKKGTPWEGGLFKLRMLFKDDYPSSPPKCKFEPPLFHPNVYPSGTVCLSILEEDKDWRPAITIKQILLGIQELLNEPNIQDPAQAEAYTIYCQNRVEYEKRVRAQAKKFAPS
DNA FID counter: counter-screen for HCV NS3 helicase inhibitors: DNA intercalator displacement; DNA fluorescent intercalator displacement, fluorescence; inhibition, % at 7.9 µM; hit rate 0.17% among 290,000; in the data active = inhibition above about 37%;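 note: 0% = vehicle and 100% = reference compound; higher means more ethidium bromide displaced from hairpin DNA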
IMP-1 inh: blocks Pseudomonas aeruginosa IMP-1 metallo-beta-lactamase. AID 1556. hit rate 0.45% among 290,000. purified IMP-1, nitrocefin hydrolysis, epi-absorbance fluorescence. inhibition, % at 5.6 µM;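 active = inhibition above the mean plus 3 SD of all compounds in the same screening run, cut at about 4.5% in these data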;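 note: 0% = IMP-1 with DMSO and 100% = DMSO wells lacking enzyme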
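Test system: recombinant IMP-1 enzyme, purified / Medium: HEPES buffer pH 7.1 with ZnSO4 and Brij 35 / Doses: single dose, 5.6 µM / Times: 25 °C, 15 min preincubation, 25 min reaction / Detection: Epi-absorbance via hydrolysed-nitrocefin quenching of white-plate fluorescence, 480/530 nm, EDTA stop / Evaluation: percent inhibition from optical density relative to buffer-blank wells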
* = called active by the depositor; x = not tested or not shown.

cpd	SMILES	MEKK2mut PB1 HTS	PfM18AAP inh	IMP-1 inh	DNA FID counter	NS3 helicase inh	SUMO HTRF inh	MEKK2 WT-MEK5	NALP1 inh	VIM-2 inh
1	Clc1ccc(C2=Nn3c(nnc3-c3cccs3)SC2)cc1	4	0	0.9	-4	-4	-23	101	3	-1.3
2	COc1ccc(CN(CC2CCCO2)C(=O)c2cc3sccc3n2C)c(OC)c1 (stereo not drawn)	-3	-1	-4.5	-38	-8	-27	94	12	-0.8
3	COc1cccc(C2/C(=C(/O)c3ccc4c(c3)CC(C)O4)C(=O)C(=O)N2CCCn2ccnc2)c1 (stereo not drawn)	1	15	-5.0	-20	-5	4	98	-12	-3.0
4	Cc1cccc(OCCN2C(=O)C(=O)c3cc(C)ccc32)c1	2	28	-2.0	-7	9	0	99	-8	-1.2
5	COc1ccccc1CC(=O)Nc1ccon1	4	2	-2.1	0	5	12	105	26	-3.5
6	CC1S/C(=N/N=C/c2cccs2)NC1=O (stereo not drawn)	9	2	-0.8	-4	3	11	101	25	-2.5
7	CCCc1cc(=O)[nH]c(-n2[nH]c3c(c2=O)CCCC3)n1	x	12	0.2	-17	14	21	x	-8	1.0
8	CCN(C(=O)CSc1nnc(NCc2ccccc2)s1)C1CCS(=O)(=O)C1 (stereo not drawn)	-1	5	-4.8	-10	0	11	98	9	-4.0
9	CCOc1ncccc1C(=O)OCC(=O)Nc1cc(S(=O)(=O)N2CCOCC2)ccc1Cl	25	-1	-2.3	-24	-2	-9	101	28	-3.6
10	CCCC(=O)Nc1sc2c(c1C#N)CC(C)(C)NC2(C)C	3	-6	2.5	4	3	-26	103	0	-0.9

Some of these compounds in order of length of the SMILES, falling.
cpd	SMILES	MEKK2mut PB1 HTS	PfM18AAP inh	IMP-1 inh	DNA FID counter	NS3 helicase inh	SUMO HTRF inh	MEKK2 WT-MEK5	NALP1 inh	VIM-2 inh
10	CCCC(=O)Nc1sc2c(c1C#N)CC(C)(C)NC2(C)C	3	-6	2.5	4	3	-26	103	0	-0.9
1	Clc1ccc(C2=Nn3c(nnc3-c3cccs3)SC2)cc1	4	0	0.9	-4	-4	-23	101	3	-1.3
5	COc1ccccc1CC(=O)Nc1ccon1	4	2	-2.1	0	5	12	105	26	-3.5

(continued)
cpd	SMILES	MEKK2mut PB1 HTS	PfM18AAP inh	IMP-1 inh	DNA FID counter	NS3 helicase inh	SUMO HTRF inh	MEKK2 WT-MEK5	NALP1 inh	VIM-2 inh
11	COc1cccc(C(=O)COc2cccc(NC(=O)c3cccc([N+](=O)[O-])c3)c2)c1	7	7	-2.0	3	-7	-14	106	24	-0.5
12	Cc1nn(C(C)(C)C)c(OC(=O)c2ccc(Br)o2)c1Sc1ccccc1	4	-2	0.4	-4	3	2	101	6	-0.3
13	CC(Sc1cccc[n+]1[O-])C(=O)Nc1cccc([N+](=O)[O-])c1 (stereo not drawn)	-6	-3	-0.8	2	-8	6	90	-3	3.8
14	N#Cc1cccc(NC(=O)CSc2n[nH]c(=O)[nH]c2=O)c1	10	2	-2.1	4	10	11	112	-4	-1.6
15	COc1cc(CCN2C(=O)c3cccc4cccc(c34)C2=O)c(S(=O)(=O)N2CCCCCC2)cc1OC	-1	-2	-2.7	-14	-4	5	97	14	-2.7
16	CC(C)(C)n1nc2c(c1NC(=O)c1cccc(Cl)c1)CS(=O)(=O)C2	3	5	-3.4	-13	3	-7	102	-16	-6.4
17	CCN(CC)S(=O)(=O)c1cccc(C(=O)N/N=C/c2c(C)nn(-c3ccccc3)c2Cl)c1	-3	-2	-2.0	0	0	36	90	35	-5.1
18	CCC1(C)Cc2c(sc(NC(=O)CCC(=O)O)c2C#N)CO1 (stereo not drawn)	x	3	-3.4	-9	2	-14	x	10	-4.8
19	CCOc1ccc(C(C)=O)cc1CSc1nnc(-c2ccoc2C)n1N	2	-9	-2.7	-11	17	22	106	-14	-4.7
20	CC(C)=CC(=O)N1CCCC(N2CCN(c3ccc(F)cc3)CC2)C1 (stereo not drawn)	2	-4	-1.7	-15	4	-4	107	13	0.2
21	CN1CCN(C(=S)Nc2ccc(Oc3ccccc3)cc2)CC1	-5	1	0.9	3	9	0	109	5	-2.8
22	CNC(=O)c1cc(C(=O)c2c(Cl)cccc2Cl)c[nH]1	-1	-10	0.6	-7	0	-5	91	-13	-0.2
23	Cc1ccc(Cn2c(C(C)Nc3nc(-c4ccc(C)cc4)cs3)nc3cc(Cl)c(Cl)cc32)cc1 (stereo not drawn)	-11	2	29*	-11	7	16	102	22	12*
24	N#C/C(=C\c1ccc(Cl)cc1)c1n[nH]c(Cn2cncn2)n1	2	1	-3.4	-2	-3	8	103	5	-5.2
25	CCOC(=O)c1ccc(NC(=O)CSc2nc3cccnc3n2C)cc1	6	2	-3.6	0	4	22	99	-6	-3.4
26	CCOC(=O)N1CCc2c(sc3c2C(=O)NC(c2ccccc2)N3)C1 (stereo not drawn)	x	6	4.2	-6	4	38	x	-9	-2.6
27	CC(C)CC(=O)Nc1nnc(SCC(=O)Nc2ccc(F)cc2)s1	-9	-2	-0.2	2	-7	-1	95	19	-2.2
28	CCCCCOC(=O)C1[C@H]2C(=O)N(CCCOC)C[C@]23C=C[C@H]1O3 (stereo partly drawn)	-2	-8	-1.2	-22	12	18	100	17	-0.2
29	CC(C)CN(C(=O)c1ccc(=O)n(C)n1)c1nc2ccccc2s1	2	4	1.5	-9	-3	22	99	x	-3.1
30	COc1ccc(-c2cn(-c3ccc(C)cc3)c(=O)n2CC(=O)Nc2ccc(OC)c(OC)c2)cc1	-2	9	-2.0	-19	-8	19	95	-2	-0.6

Reformatted: results already given
The line under a structure holds: MEKK2mut PB1 HTS | PfM18AAP inh | IMP-1 inh | DNA FID counter | NS3 helicase inh | SUMO HTRF inh | MEKK2 WT-MEK5 | NALP1 inh | VIM-2 inh
(26) CCOC(=O)N1CCc2c(sc3c2C(=O)NC(c2ccccc2)N3)C1 (stereo not drawn)
→ x | 6 | 4.2 | -6 | 4 | 38 | x | -9 | -2.6
(21) CN1CCN(C(=S)Nc2ccc(Oc3ccccc3)cc2)CC1
→ -5 | 1 | 0.9 | 3 | 9 | 0 | 109 | 5 | -2.8
(25) CCOC(=O)c1ccc(NC(=O)CSc2nc3cccnc3n2C)cc1
→ 6 | 2 | -3.6 | 0 | 4 | 22 | 99 | -6 | -3.4
(28) CCCCCOC(=O)C1[C@H]2C(=O)N(CCCOC)C[C@]23C=C[C@H]1O3 (stereo partly drawn)
→ -2 | -8 | -1.2 | -22 | 12 | 18 | 100 | 17 | -0.2
(23) Cc1ccc(Cn2c(C(C)Nc3nc(-c4ccc(C)cc4)cs3)nc3cc(Cl)c(Cl)cc32)cc1 (stereo not drawn)
→ -11 | 2 | 29* | -11 | 7 | 16 | 102 | 22 | 12*

Next section.
cpd	SMILES	MEKK2mut PB1 HTS	PfM18AAP inh	IMP-1 inh	DNA FID counter	NS3 helicase inh	SUMO HTRF inh	MEKK2 WT-MEK5	NALP1 inh	VIM-2 inh
31	COc1ccc([C@H]2C=C3CN(C(=O)OC(C)(C)C)S(=O)(=O)[C@H]3C[C@H]2OC(=O)c2cccs2)cc1	-10	x	x	x	x	-2	95	10	x
32	O=C(O)c1cccc(CN2C(=O)CSC2=O)c1	5	5	-4.2	5	8	12	103	24	-4.3
33	O=C(Nc1scc(-c2ccccc2)c1C(=O)O)c1ccccc1F	8	6	-0.8	-16	26	6	105	-5	-1.1
34	O=C(CNC(=O)c1ccco1)N=Nc1c(O)[nH]c2ccc(Br)cc12	-7	1	0.4	5	0	2	94	15	1.5
35	CCOC(=O)C1=NN(C(=O)Nc2cccc(C(F)(F)F)c2)C2C(=O)N(c3cccc(C(F)(F)F)c3)C(=O)C12 (stereo not drawn)	4	3	-2.4	6	-42	17	101	28	-2.2
36	O=C(/C=C/c1ccc(O)cc1)c1ccc(O)cc1O	4	-2	-3.8	1	4	8	95	19	-1.8
37	CCSc1nnc2n(-c3ccc(OC)cc3)c(=O)c3c4c(sc3n12)CCCC4	-6	-2	-2.7	-8	-4	19	94	3	-0.7
38	Cc1ccc(N(CC(=O)NCc2ccccc2)C(=O)c2csnn2)cc1	5	-6	-2.7	-14	1	24	102	3	-0.6
39	O=C1/C(=C\Nc2ccc(OC(F)(F)F)cc2)CCN1c1ncccn1	-10	4	-0.1	5	15	7	86	-1	-3.5
40	CCOc1ccc(C(=O)Nc2cccc(-c3cc4ccccc4oc3=O)c2)cc1[N+](=O)[O-]	3	-2	-2.0	0	0	1	105	-9	-7.7
41	O=C(CN1CCOCC1)NCCNC(=O)CN1CCOCC1	-3	-5	-0.9	-1	-1	20	93	-7	-0.7
42	CN(C)C(=O)N1CCN(C(=O)N(C)C)CC1	0	1	-2.3	-2	15	13	106	-3	-1.0
43	COc1cc(OC)cc(C(=O)Nc2ccc3nc4n(c(=O)c3c2)CCCC4)c1	3	3	-2.6	-24	-1	-1	102	9	-3.0
44	O=C(c1ccc2c(c1)OCO2)N(CC1CCCO1)C1(C(=O)NC2CCCCC2)CCCCC1 (stereo not drawn)	2	3	-3.0	-33	-5	11	103	27	-4.6
45	C=CCn1c(-c2ccncc2)n[nH]c1=S	-3	15	-5.1	11	3	14	99	7	-2.2
46	O=C(NCC1CCCO1)c1ccc2c(=O)n(CC3CCCO3)c(SCC(=O)N3CCCC3)nc2c1 (stereo not drawn)	-2	3	-2.5	-28	3	26	98	-15	-1.1
47	CCOC(=O)N1CCN(C(=O)CN(C2CCCCC2)S(=O)(=O)c2ccc(Cl)cc2)CC1	0	-6	-4.8	-43	-3	-10	99	23	-1.6
48	CCOC(=O)CSc1ncnc2c1cnn2-c1ccccc1	-1	-2	-0.5	-4	-1	32	100	8	-1.4
49	O=C1N=c2ccc(Br)cc2=C1c1sc(=O)[nH]c1O	6	-53	-2.1	1	15	18	103	14	0.3

Sorted by the number under MEKK2mut PB1 HTS (ascending): three of the compounds above
No. | SMILES | MEKK2mut PB1 HTS
47 | CCOC(=O)N1CCN(C(=O)CN(C2CCCCC2)S(=O)(=O)c2ccc(Cl)cc2)CC1 | 0
43 | COc1cc(OC)cc(C(=O)Nc2ccc3nc4n(c(=O)c3c2)CCCC4)c1 | 3
49 | O=C1N=c2ccc(Br)cc2=C1c1sc(=O)[nH]c1O | 6
